Coupling enz: counter-screen for Giardia aldolase inhibitors: coupling enzyme system | coupling enzyme system counterscreen, AmpLite Red fluorescence | actives 0.67% (n = 290,000) | AID 2472 | activity change, negative = inhibition, % at 58.2 µM, hits read low; in the data active = activity change below about -30%; note: % is set by controls: 0 for no effect and ±100 for the full control effect
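Coupling enzymes only (glyceraldehyde-3-phosphate) + compound, at 57.5 uM final, 10 min RT; add substrate/coupling/AmpLite Red mix, 20 min RT; fluorescence ex 525/em 598 nm. Actives flag coupling-system interference.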
KCNH2 WT inh: blocks the wildtype human KCNH2 potassium channel. AID 720551. activity change, % at 1.84 µM. U2OS, BacMam KCNH2, thallium flux FluxOr; stronger effect = lower value. Q12809. actives 0.37% (n = 340,000);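 active = maximum activity change below -70%; inconclusive = maximum activity change between -70% and -50%; inactive = maximum activity change above -50%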; note: % is set by controls: 0 for no effect and ±100 for the full control effect
Target sequence (Q12809 whole entry, looked up): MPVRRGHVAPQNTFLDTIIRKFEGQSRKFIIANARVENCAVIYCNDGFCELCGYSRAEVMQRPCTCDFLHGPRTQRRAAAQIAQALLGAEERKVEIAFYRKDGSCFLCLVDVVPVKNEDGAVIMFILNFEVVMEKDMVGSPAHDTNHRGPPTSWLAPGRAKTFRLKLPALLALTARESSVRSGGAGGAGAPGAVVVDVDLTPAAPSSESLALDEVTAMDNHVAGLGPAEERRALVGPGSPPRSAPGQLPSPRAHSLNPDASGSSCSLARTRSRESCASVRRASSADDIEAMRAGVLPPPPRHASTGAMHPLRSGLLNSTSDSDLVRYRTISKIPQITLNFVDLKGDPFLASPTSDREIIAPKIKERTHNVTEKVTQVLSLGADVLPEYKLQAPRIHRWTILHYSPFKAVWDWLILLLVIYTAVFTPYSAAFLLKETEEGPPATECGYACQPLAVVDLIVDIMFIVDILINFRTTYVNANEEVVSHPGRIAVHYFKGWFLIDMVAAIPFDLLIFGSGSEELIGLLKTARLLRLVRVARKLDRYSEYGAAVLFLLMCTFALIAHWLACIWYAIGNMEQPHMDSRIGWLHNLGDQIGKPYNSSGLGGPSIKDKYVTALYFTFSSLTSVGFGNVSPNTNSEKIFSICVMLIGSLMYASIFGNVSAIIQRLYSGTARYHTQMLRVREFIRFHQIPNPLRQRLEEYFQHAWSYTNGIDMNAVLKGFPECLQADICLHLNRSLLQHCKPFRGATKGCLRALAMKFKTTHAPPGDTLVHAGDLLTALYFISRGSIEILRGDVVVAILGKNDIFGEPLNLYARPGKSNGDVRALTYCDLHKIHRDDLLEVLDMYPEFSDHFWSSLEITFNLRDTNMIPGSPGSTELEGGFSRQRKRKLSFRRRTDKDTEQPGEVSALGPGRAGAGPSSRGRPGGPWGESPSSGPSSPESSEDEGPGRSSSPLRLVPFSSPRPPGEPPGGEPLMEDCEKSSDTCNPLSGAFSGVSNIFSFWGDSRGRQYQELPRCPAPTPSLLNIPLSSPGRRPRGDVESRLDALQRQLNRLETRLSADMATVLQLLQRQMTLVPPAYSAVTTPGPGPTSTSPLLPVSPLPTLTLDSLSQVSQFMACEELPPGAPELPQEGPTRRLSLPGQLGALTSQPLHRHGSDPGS
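U2OS cells were transduced with wild-type KCNH2 virus (2.03 x 10^8 / mL) for 4 h at room temperature, then cultured overnight at 37 C. Thallium flux was read with FluxOr dye. Rate constants were normalized to DMSO controls.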
GALK inhibitor: galactokinase (human) inhibition. actives 0.007% (n = 270,000). Purified GALK, Kinase-Glo residual ATP luminescence. P51570. Potency, µM (series often up to 57.5 µM), without a hit: at the top dose activity change, negative = inhibition, most hits filed as inhibitors; note: potency is the fitted concentration of half-maximal effect; % is set by controls: 0 for no effect and ±100 for the full control effect
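Galactose (100 uM) and ATP (35 uM) were turned over by 5 nM GALK for 1 h at RT. Kinase-Glo Plus then converted the remaining ATP into a luminescent signal.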
TCR activator: T cell receptor activation | primary human leukocytes, anti-CD3, IL-2 HTRF, 48 h | Potency, µM (titrated, usually from 9.22 µM), inactives show top-dose activation of IL-2 secretion, hits mostly activators | 330,000 tested, under 10 active | AID 504894; note: % of control where 0% means no effect
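Primary human leukocytes were stimulated with a-CD3 beads plus compounds for 48 hr without co-stimulation; secreted IL-2 was quantified by HTRF using a-IL-2-K (europium cryptate) and a-IL-2-d2, excited at 320nm with acceptor emission read at 665nm.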
AT treatment: candidate therapy for ataxia-telangiectasia; […] A-T fibroblasts, KAP-1 phosphorylation AlphaLISA; neocarzinostatin DNA damage 30 min before lysis; actives 0.19% (n = 320,000); AID 485349; Potency, µM (top dose mostly 57.5 µM), inactives show at the highest dose activation, most hits filed as activators; note: potency is the fitted concentration of half-maximal effect; % of control where 0% means no effect; nearly all actives have a fitted effect of over 45% in size
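ATM-like activity read as KAP-1 phosphorylation via AlphaLISA donor/acceptor antibody pairs after lysis and 6 hr at 25C. Cells were ATM-null patient fibroblasts ([…], hTERT), dosed 60 min, then exposed to the DSB inducer NCS for 30 min.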
MLL CXXC-DNA inh: blocks binding of human MLL CXXC domain to DNA; Q03164; MLL-CXXC / FITC-HOXA9 DNA fluorescence polarization; Potency, µM (titrated, usually from 115 µM), for the others: at the highest dose activity change, negative = inhibition, hits mostly inhibitors; actives 0.037% (n = 290,000); active = well fitted inhibition curve with a large enough effect in the polarisation, with a control signal flat, not every such curve was filed as active; inconclusive = small, poorly fitted or top-dose-only effect, or effect the other way, or a change in a side signal; inactive = no such curve, though single readings can be large or run the other way; the % refers to the polarisation; note: potency is the fitted concentration of half-maximal effect
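Fluorescence polarization: 7 uM MLL-CXXC (stock) preincubated 5 min with compounds, then 50 nM fluorescein-HOX-A9 DNA (stock) added; 30 min ambient. Buffer 50 mM Tris-HCl pH 7.5, 50 mM NaCl, 1 mM DTT, 0.05% BSA.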
BCR signal inh: inhibitors of chronic active B-cell receptor signaling | Potency, µM (titrated, usually from 46.1 µM), without a hit: at the highest dose ratio change, negative = lower green/red ratio, hits mostly inhibitors | actives 0.05% (n = 340,000) | ABC-DLBCL IkBa-CBG/CBR reporter, luminescence ratio, 4 h | AID 493014; active = well fitted inhibition curve with a large enough effect in the signal ratio, with a control signal flat, not every such curve was filed as active; inconclusive = small, poorly fitted or top-dose-only effect, or effect the other way, or a change in a side signal; the % refers to the signal ratio;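 note: potency is the fitted concentration of half-maximal effect; plate controls were basal doxycycline-induced cells for no effect and cells given 10 µM MG132 for full effect; MG132 reads +100%, hits lower the ratio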
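Doxycycline induced both beetle luciferases in TMD8 lymphoma cells; IKK-driven degradation limits the IkappaBalpha-fused green signal, while red luminescence normalises for cell number and nonspecific effects. Compounds tested up to 46 uM, 4 hrs.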
Tb PFK inh: T. brucei PFK enzyme inhibition. actives 0.17% (n = 330,000). Potency, µM (series often up to 57.5 µM), inactives show at the top dose activity, negative = inhibition, actives largely listed as inhibitors. T. brucei PFK, ADP-Glo luminescence. O15648;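 note: potency is the fitted concentration of half-maximal effect; 0% = uninhibited 1x PFK enzyme wells and -100% = no-enzyme wells; nearly all actives have a fitted effect of over 60% in size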
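1.25 nM PFK with 0.5 mM F6P and 0.1 mM ATP in 0.1 M TEA pH 8.0, 5 mM MgCl2, incubated 45 min at room temperature; ADP measured by ADP-Glo luminescence; compounds titrated up to 57 uM.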
TSHR antag: human thyrotropin receptor antagonism | P16473 | TSHR-expressing cells, TSH-stimulated cAMP HTRF, 2 h; stronger effect = lower value | activity change, negative = inhibition, % at 11.5 µM | actives 0.2% (n = 330,000);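 active = activity change below a set negative limit, meaning inhibition stronger than a set level, cut at about -70% in these data; inconclusive = activity change between two set negative limits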; note: % is set by controls: 0 for no effect and ±100 for the full control effect
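Competitive HTRF cAMP read-out (cryptate anti-cAMP antibody, cAMP-d2; 30 min, room temperature) in freshly harvested TSHR cells. Compounds added before TSH at EC80 (4nM final), followed by 2 hours' incubation at 37 deg C.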
Giardia kill: Giardia lamblia killing; activity change, % at 7.66 µM, hits read low; Giardia lamblia trophozoite viability; actives 0.15% (n = 340,000); in the data active = activity change below about -80%; inconclusive = between about -30% and that limit;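 note: parasites exposed to compound for two days anaerobically before the ATP read; % is set by controls: 0 for no effect and ±100 for the full control effect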
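Trophozoite viability was measured as ATP-dependent luminescence, read 15-30 min after reagent addition. Before that, parasites at 100 cells/well were exposed to compounds for 48 h, anaerobically, at 37 deg C.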
The depositor's hits bear a star; & = joins results of further samples; [ ] = remark or other dose. Unless noted, calls come from the whole dose curve; as a rule, active = well fitted curve in the direction sought with a large enough effect; inconclusive = small, poorly fitted or top-dose-only effect, or another doubt; inactive = no such curve, though single readings can be large; an effect the other way counts as inactive or inconclusive.

For CC(C)(C)NC(=O)/C=C/c1ccc(C(F)(F)F)cc1 the results were Coupling enz 0, KCNH2 WT inh -16, TCR activator -7%, AT treatment -6%, MLL CXXC-DNA inh 8%, BCR signal inh inconclusive, Tb PFK inh -8%, TSHR antag 8 and Giardia kill inconclusive.
COc1ccccc1N1CCN(C(=S)Nc2ccccc2)CC1 was read as Coupling enz 1, KCNH2 WT inh 0, GALK inhibitor 2%, AT treatment -8%, MLL CXXC-DNA inh 2%, BCR signal inh -3%, Tb PFK inh 4%, TSHR antag -8 and Giardia kill -5.
Cc1cc(NS(=O)(=O)c2ccc(NC(=O)Cc3cccs3)cc2)no1 was read as Coupling enz 4, KCNH2 WT inh 3, GALK inhibitor 5%, TCR activator -10%, AT treatment 2%, MLL CXXC-DNA inh 2%, BCR signal inh 0%, Tb PFK inh -6%, TSHR antag -1 and Giardia kill 11.
Screening O=C(NCc1ccccc1F)C1CCN(C(=O)Nc2ccc(F)cc2)CC1 returned Coupling enz -2, KCNH2 WT inh 3, GALK inhibitor -2%, TCR activator -3%, AT treatment 4%, MLL CXXC-DNA inh 2%, BCR signal inh 19%, Tb PFK inh 1%, TSHR antag 7 and Giardia kill -6.
`Cc1cc(C)c(N(C(=O)CN2C(=O)c3ccccc3S2(=O)=O)C(C(=O)NCC2CCCO2)c2ccc(F)cc2)c(C)c1` (configuration not stated) gave Coupling enz 0, KCNH2 WT inh 0, GALK inhibitor 1%, TCR activator 2%&1%, AT treatment -3%, MLL CXXC-DNA inh 0%, BCR signal inh -5%, Tb PFK inh -1%, TSHR antag 10 and Giardia kill -3.
`O=C(CN1CCN(S(=O)(=O)c2ccc(Cl)s2)CC1)N1CCCCC1` gave KCNH2 WT inh 1, TCR activator -6%, AT treatment -1%, BCR signal inh inconclusive, Tb PFK inh 2%, TSHR antag -1 and Giardia kill 36[activator].
Cc1nn(C)cc1NC(=O)CCSc1nc(-c2ccco2)cc(C(F)(F)F)n1 was read as Coupling enz 1, KCNH2 WT inh -4, GALK inhibitor -2%, TCR activator -5%, AT treatment 0%, MLL CXXC-DNA inh 0%, BCR signal inh inconclusive, Tb PFK inh -3%, TSHR antag -2 and Giardia kill -13.
`COC(=O)c1ccccc1NS(C)(=O)=O` gave KCNH2 WT inh 6, TCR activator -3%, AT treatment -7%, BCR signal inh 0%, Tb PFK inh 0%, TSHR antag 10 and Giardia kill 14.
For COc1ccc(/C=N/NC(=O)c2nc(Cl)c(Cl)c(N)c2Cl)cc1COc1ccc(F)cc1F the results were Coupling enz 6, KCNH2 WT inh -16, GALK inhibitor 0%, TCR activator -1%, AT treatment 0%, MLL CXXC-DNA inh 17%, BCR signal inh 0%, Tb PFK inh 8%, TSHR antag 1 and Giardia kill 13.
Screening CCOc1ccc(CCNC(=O)c2cc3sccc3n2C)cc1OCC returned Coupling enz 3, KCNH2 WT inh 1, GALK inhibitor -2%, TCR activator -4%, AT treatment -12%, MLL CXXC-DNA inh 0%, BCR signal inh 4%, Tb PFK inh 1%, TSHR antag -21 and Giardia kill -4.
Screening COCc1cc(=O)n2c([nH]c3ccccc32)c1C#N returned Coupling enz -27, KCNH2 WT inh -16, GALK inhibitor 1%, TCR activator -2%, AT treatment -2%, MLL CXXC-DNA inh -4%, BCR signal inh inconclusive, Tb PFK inh -4%, TSHR antag -9 and Giardia kill -4.
For O=C(CN1C(=O)NC2(CCCC2)C1=O)NCCc1ccccc1 the results were KCNH2 WT inh -5, TCR activator 6%, AT treatment 6%, BCR signal inh 0%, Tb PFK inh -14%, TSHR antag 15 and Giardia kill 8.
O=C(N/N=C/c1ccccc1)c1cc[n+]([O-])cc1 was read as Coupling enz 1, KCNH2 WT inh -3, GALK inhibitor 17%, TCR activator -2%, AT treatment 6%, MLL CXXC-DNA inh 4%, BCR signal inh -6%, Tb PFK inh 0%, TSHR antag -2 and Giardia kill -22.
`Cc1cccnc1NC(=S)NC(=O)c1oc2ccccc2c1C` gave Coupling enz 2, KCNH2 WT inh -6, GALK inhibitor 4%, TCR activator 2%, AT treatment 5%, MLL CXXC-DNA inh 20%, BCR signal inh 2%, Tb PFK inh 5%, TSHR antag 17 and Giardia kill -11.
Screening Cc1ccc(C)c(NC(=O)CN(C)C(=O)C2CCN(S(=O)(=O)c3ccc4c(c3)OCCO4)CC2)c1 returned KCNH2 WT inh -15, TCR activator -2%, AT treatment -12%, BCR signal inh 2%, Tb PFK inh -5%, TSHR antag -9 and Giardia kill 22.
For COC(C[C@@H](O)C[C@@H](O)COCc1ccccc1)OC the results were Coupling enz 3, GALK inhibitor -1%, TCR activator 6%, AT treatment 6%, MLL CXXC-DNA inh 7%, BCR signal inh 4%, Tb PFK inh 0%, TSHR antag -1 and Giardia kill 2.
Screening COc1ccccc1C(=O)NCC(=O)N1CCN(S(=O)(=O)c2ccccc2C(F)(F)F)CC1 returned KCNH2 WT inh 8, TCR activator -3%, AT treatment -6%, BCR signal inh inconclusive, Tb PFK inh -5%, TSHR antag -6 and Giardia kill 0.
For Cc1ccc([N+](=O)[O-])cc1S(=O)(=O)NCCc1c(C)[nH]c2c(C)cccc12 the results were Coupling enz 3, KCNH2 WT inh -6, GALK inhibitor 1%, TCR activator -1%[46.1 µM], AT treatment 5%, MLL CXXC-DNA inh 3%, BCR signal inh -2%, Tb PFK inh 0%, TSHR antag 7 and Giardia kill 11.
`O=[N+]([O-])c1ccc(Cl)c(-c2ccc(/C=N/n3cnnc3)o2)c1` gave Coupling enz 1, KCNH2 WT inh 2, TCR activator 2%, AT treatment 2%, MLL CXXC-DNA inh 26%, BCR signal inh 5%, Tb PFK inh -9%, TSHR antag -9 and Giardia kill 14.
`c1ccc(-c2csc(NNC3=NCCCCC3)n2)cc1` gave Coupling enz 0, KCNH2 WT inh 2, GALK inhibitor 2%, TCR activator 4%, MLL CXXC-DNA inh -7%, BCR signal inh inconclusive, Tb PFK inh -21%, TSHR antag 1 and Giardia kill 21.
`Cc1ccc(NC2=C(Cl)C(=O)N(C3CCCCC3)C2=O)cc1` gave Coupling enz 0, KCNH2 WT inh 5, GALK inhibitor 2%, TCR activator 3%[46.1 µM], AT treatment 4%, MLL CXXC-DNA inh 17%, BCR signal inh inconclusive, Tb PFK inh 0%, TSHR antag -16 and Giardia kill 30.
For COc1ccc(N2C(=O)CC(N3CCN(C4CCc5ccccc5C4)CC3)C2=O)cc1 (configuration not stated) the results were Coupling enz -3, KCNH2 WT inh 47, GALK inhibitor -3%, TCR activator 1%, AT treatment -1%, MLL CXXC-DNA inh 5%, BCR signal inh 5%, Tb PFK inh 1%, TSHR antag -4 and Giardia kill 8.
Cc1cccc(N(C(=O)c2csnn2)C(C(=O)NC(C)(C)C)c2cccnc2)c1 (configuration not stated) was read as Coupling enz 4, KCNH2 WT inh -13, GALK inhibitor -2%, TCR activator 0%, AT treatment 4%, MLL CXXC-DNA inh 4%, BCR signal inh 3%, Tb PFK inh 1%, TSHR antag 18 and Giardia kill 2.
`O=C1NN(c2ccccc2)C(=O)/C1=C\c1ccccc1OCC(=O)N1CCOCC1` gave KCNH2 WT inh -11, GALK inhibitor 0%, TCR activator 11%, AT treatment -3%, MLL CXXC-DNA inh inconclusive, BCR signal inh -9%, Tb PFK inh 19%, TSHR antag -1 and Giardia kill -16.
CCOc1cc(N2CCOCC2)c(OCC)cc1NC(=O)c1c(C)noc1C was read as KCNH2 WT inh -3, TCR activator 7%, AT treatment -2%, BCR signal inh inconclusive, Tb PFK inh -1%, TSHR antag -9 and Giardia kill 13.
For Cc1ccc(/C=N/N=C/c2ccc(C)s2)s1 the results were Coupling enz -1, KCNH2 WT inh -15, GALK inhibitor 0%, TCR activator -2%[46.1 µM], AT treatment -1%, MLL CXXC-DNA inh -2%, BCR signal inh inconclusive, Tb PFK inh 5%, TSHR antag -2 and Giardia kill 6.
For Cc1cccc(N(C(=O)c2sc(C)nc2C)C(C(=O)NCC2CCCO2)c2ccccc2)c1 (configuration not stated) the results were Coupling enz -1, KCNH2 WT inh -3, GALK inhibitor 8%, TCR activator -1%, AT treatment -4%, MLL CXXC-DNA inh 27%, BCR signal inh 1%, Tb PFK inh 0%, TSHR antag -7 and Giardia kill -4.
Screening O=C(COC(=O)c1c(F)cccc1Cl)NC1CCCC1 returned Coupling enz 1, KCNH2 WT inh -2, GALK inhibitor 0%, TCR activator -1%, AT treatment -3%, MLL CXXC-DNA inh -3%, BCR signal inh -11%, Tb PFK inh -1%, TSHR antag 4 and Giardia kill -3.
Cc1cc(NC(=O)CCC(=O)N(c2ccccc2)C(C(=O)NC2CCCC2)c2ccncc2)no1 (configuration not stated) was read as Coupling enz -2, KCNH2 WT inh 14, GALK inhibitor -1%, TCR activator -6%, AT treatment 5%, MLL CXXC-DNA inh 0%, BCR signal inh inconclusive, Tb PFK inh 0%, TSHR antag 4 and Giardia kill -5.
